ADAM10 inh – inhibits human ADAM10; recombinant ADAM10, EDANS/DABCYL FRET peptide cleavage, 3 h; AID 720582; inhibition, % at 7 µM; hit rate 0.62% among 370,000;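 active = inhibition above a per-campaign cutoff equal to the mean of compounds falling between control-based bounds plus 3 SD, cut at about 20% in these data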;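 note: 0% = DMSO wells while the 100% control is not disclosed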
Target sequence (O14672 214-748 limits assumed): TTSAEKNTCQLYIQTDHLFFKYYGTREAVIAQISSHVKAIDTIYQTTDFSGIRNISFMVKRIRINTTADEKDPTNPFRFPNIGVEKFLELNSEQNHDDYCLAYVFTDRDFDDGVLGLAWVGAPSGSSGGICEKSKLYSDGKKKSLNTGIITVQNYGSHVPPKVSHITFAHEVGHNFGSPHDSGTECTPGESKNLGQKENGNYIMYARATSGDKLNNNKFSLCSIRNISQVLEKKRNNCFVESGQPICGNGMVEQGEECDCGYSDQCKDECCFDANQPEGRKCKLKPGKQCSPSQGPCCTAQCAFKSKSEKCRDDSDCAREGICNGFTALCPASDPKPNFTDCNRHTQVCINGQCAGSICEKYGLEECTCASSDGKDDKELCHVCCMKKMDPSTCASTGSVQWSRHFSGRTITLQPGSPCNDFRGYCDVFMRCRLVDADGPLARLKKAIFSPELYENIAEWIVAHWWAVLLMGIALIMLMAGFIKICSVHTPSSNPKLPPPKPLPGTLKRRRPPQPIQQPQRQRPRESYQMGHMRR
PG9 Ab binder – binds the HIV-1 gp120 antibody PG9; hit rate 0.43% among 360,000; TR-FRET gp120-PG9 antibody binding; AID 624416; inhibition, % at 6.7 µM; in the data active = inhibition above about 8.5%
NPR1 activator – GC-A (human) enzyme activation. HEK293 GC-A cells, cGMP TR-FRET, EC30 ANP; 0% at EC30 ANP, 100% saturating ANP. hit rate 0.14% among 370,000. activation, % at 10 µM; in the data active = activation above about 40%
ADAM17 inh – ADAM17 inhibition, QFRET primary screen; P78536; recombinant ADAM17, EDANS/DABCYL FRET peptide cleavage; inhibition, % at 6.95 µM; hit rate 0.83% among 370,000; AID 720648;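 active = inhibition above the mean of compounds lying between control limits plus 3 SD, set per campaign, cut at about 8.5% in these data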;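 note: 0% = DMSO-only wells as the low control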
ssDAF-12 act – activators of S. stercoralis DAF-12 nuclear receptor; HEK293 ssDAF-12/GRIP1 lit1-tk-luc reporter, luminescence; % of 3 µM dafachronic acid response; activation, % at 6.8 µM; hit rate 1% among 370,000;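 active = activation above the mean over all tested compounds plus 3 SD, cut at about 0.9% in these data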;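 note: 0% = DMSO-only wells and 100% = 3 µM delta7-dafachronic acid wells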
hcDAF12 agonist – activators of H. contortus DAF-12 nuclear receptor; HEK293 hcDAF-12 lit1-tk-luc reporter, luminescence; 0% DMSO, 100% Δ7-dafachronic acid; hit rate 1.4% among 370,000; activation, % at 6.8 µM;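 active = activation above the mean of all tested compounds plus 3 SD, cut at about 5.5% in these data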;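 note: 100% = response to 3 µM Δ7-dafachronic acid high control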
GAA850 FXN act – frataxin GAA850 promoter activation; hit rate 0.56% among 360,000; HEK293 lucGAA850 FXN promoter luciferase reporter, 24 h; percent of 10 µM SAHA response; activation, % at 6 µM;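 active = activation above the average of all compounds screened plus 3 SD, cutoff fixed separately per campaign, cut at about 7.5% in these data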;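 note: 0% = DMSO wells and 100% = 10 µM SAHA wells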
DAX1 inh-1 – inhibits human nuclear receptor DAX1; hit rate 0.99% among 340,000; inhibition, % at 6.75 µM; AID 504766; HEK293 Gal4-DAX1 luciferase reporter, luminescence; P51843;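 active = inhibition above the mean over all tested compounds plus 3 SD, cut at about 4.2% in these data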;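 note: 0% = DAX1-transfected cells with DMSO and 100% = empty-vector control cells with DMSO; inhibition shows as a rise in luminescence from relieved DAX1 repression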
Target sequence (P51843 207-470 limits assumed): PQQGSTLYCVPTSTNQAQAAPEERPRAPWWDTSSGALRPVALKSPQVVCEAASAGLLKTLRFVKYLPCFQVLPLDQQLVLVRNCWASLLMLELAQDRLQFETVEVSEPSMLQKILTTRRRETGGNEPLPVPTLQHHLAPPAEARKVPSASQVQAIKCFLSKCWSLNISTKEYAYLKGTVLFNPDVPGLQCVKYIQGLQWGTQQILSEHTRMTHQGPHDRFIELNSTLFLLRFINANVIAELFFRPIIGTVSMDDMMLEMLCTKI
DAX1 inh-2 – inhibitors of DAX1 repression of SF-1 activated StAR promoter; HEK293T StAR-luciferase reporter, SF-1/DAX-1 repression relief; inhibition, % at 6.8 µM; hit rate 1.1% among 370,000; AID 652010;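 active = inhibition above the mean over all tested compounds plus 3 SD, cut at about 3.6% in these data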;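 note: 0% = DAX-1 cells with DMSO and 100% = cells lacking DAX-1 with DMSO; higher inhibition means more luminescence from relief of DAX-1 repression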
hgDAF12 agonist – agonists of H. glycines DAF-12 nuclear receptor. HEK293 GAL4-hgDAF12 UAS-luciferase reporter, agonist luminescence; normalized to butyrate control. hit rate 1.8% among 370,000. activation, % at 6.8 µM;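 active = activation above a cutoff set at the mean of all screened compounds plus 3 SD, cut at about 10% in these data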;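 note: 0% = DMSO wells and 100% = sodium butyrate wells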
SMARCA2 activ – increases SMARCA2 function in MMTV reporter cells. hit rate 1% among 370,000. MG213 cells, MMTV-luciferase reporter, dexamethasone, overnight. AID 652017. activation, % at 9.1 µM; in the data active = activation above about 7.8%;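 note: 0% = vehicle wells and 100% = reference activator wells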
Numbers without * were called inactive; i = inactive; . = no result given.

SMILES	ADAM10 inh	PG9 Ab binder	NPR1 activator	ADAM17 inh	ssDAF-12 act	hcDAF12 agonist	GAA850 FXN act	DAX1 inh-1	DAX1 inh-2	hgDAF12 agonist	SMARCA2 activ
COc1ccccc1CNC(=O)COc1ccccc1C	7.4	0.6	3.8	3.2	-1.5	-2.9	2.5	1.6	-0.9	0.0	2.3
CCOC(=O)[C@H]1[C@H]2COc3ccc(OC)cc3[C@@H]2N2C(=O)CN(Cc3ccc(OC)cc3)C(=O)[C@@]12C	-1.3	-1.1	1.9	-1.0	-1.2	-1.9	-6.2	-1.4	-0.3	0.1	-1.1
O=C(O)COCC(=O)Nc1ccccc1-c1ccccc1	-18.2	-2.8	1.2	-3.1	-0.5	1.0	-1.2	0.2	0.2	0.7	-2.3
CC(OC(=O)CCC(=O)c1ccc(Cl)s1)C(=O)NC1(C#N)CCCCC1 (stereo not given)	-1.0	2.5	3.6	-7.5	-0.2	-1.2	1.3	0.9	0.6	-0.5	-1.7
CCc1cc(C(=O)N(CC(C)C)c2c(N)n(Cc3ccccc3)c(=O)[nH]c2=O)sc1C	-2.1	4.4	3.8	-1.6	-0.4	2.6	2.7	0.4	1.5	-3.3	-0.2
CNC(=O)CCCCCNS(=O)(=O)c1ccc(C)cc1	-6.7	0.3	-1.2	2.2	-1.3	-1.2	-1.7	-0.1	0.6	-1.5	1.5
CSc1nnc(C(C)(C)C)c(=O)n1/N=C/c1ccc(Cl)cc1	-8.9	-0.7	-1.3	-1.2	-0.6	0.9	2.5	1.6	-0.2	1.2	0.4
Oc1ccc2ccccc2c1C=NCc1ccccc1	-4.7	-1.7	0.1	-4.0	-1.1	1.6	-1.6	0.7	-1.3	-5.8	1.4
Cc1ccccc1NC(=O)C1C2CCC(O2)C1C(=O)O (stereo not given)	7.5	-1.2	2.2	-1.7	-0.4	-0.8	1.1	1.0	0.5	2.6	1.1
COc1ccc(NC(=O)N(C)C[C@H]2OCCCC[C@H](C)Oc3ccc(NS(=O)(=O)c4cn(C)cn4)cc3C(=O)N([C@H](C)CO)C[C@@H]2C)cc1	-6.0	-1.5	0.8	-3.3	-0.8	-0.5	-0.8	1.7	-0.3	1.1	-6.0
N#C/C(=C\c1ccccc1OCC(=O)O)c1nc2ccccc2[nH]1	-41.5	-6.6	0.7	-13.9	0.3	7.8*	0.7	2.2	0.6	5.5	1.1
CCc1nc2ccc(C(=O)NCc3ccc(OC)cc3)cn2c1N(CC)CCOC	-1.2	0.1	0.5	-2.5	-1.3	-1.8	-0.5	.	-1.3	1.4	-2.5
Nc1nc(Br)c2ccccc2c1-c1ccccc1	-90.6	-2.3	-6.8	-36.2	-1.0	-1.3	5.3	0.3	-0.1	1.5	-2.5
O=C(N/N=C/c1sc(=O)[nH]c1-[n+]1ccc2ccccc2c1)c1ccccc1[O-]	-111.0	-12.5	1.0	-30.8	0.6	8.4*	3.3	0.6	4.9*	5.4	0.0
CCN(CC)C(=O)C1=C(C)N(CCCOC)C(=O)C(CC(=O)NCc2cccs2)C1 (stereo not given)	-10.3	-1.0	2.4	-5.9	-1.2	0.0	1.0	-1.2	-1.1	-5.3	-1.5
COc1ccccc1C(=O)c1ccccc1C(=O)c1ccccc1	9.6	-2.8	-3.6	3.4	-1.2	-1.7	-2.1	-0.3	0.1	1.4	3.0
COC(=O)c1sccc1NC(=O)c1c(Cl)cnn1C	-9.8	-2.7	6.0	-0.7	-0.9	0.9	1.4	0.3	-0.6	0.5	-1.0
CC(=O)c1sc2nsc(SCCN3CCCC3)c2c1N	-2.8	-3.2	2.6	0.0	-1.1	0.9	2.1	-1.9	-0.2	2.0	3.0
O=C(O)c1ccc(Nc2cccc(F)c2)c([N+](=O)[O-])c1	9.4	-1.1	-4.0	2.6	-1.1	-1.0	1.0	-0.2	-0.3	0.8	1.3
COc1ccc(S(=O)(=O)N2CCOC2CNC(=O)C(=O)NCCCc2ccccc2)cc1 (stereo not given)	1.9	-2.3	3.0	-0.4	-1.5	-3.6	-2.9	-0.8	-1.6	-4.7	-1.8
c1coc(-c2ccnc3ncnn23)c1	i	-2.5	1.1	-181.9	-1.7	-1.2	0.2	1.6	-0.1	1.3	-1.8
Cc1cc(NC(=O)c2cc(-c3cccc(OCC(C)C)c3)nc3ccccc23)no1	1.2	-0.7	-1.0	-0.9	-0.6	0.8	-2.9	0.3	0.3	0.8	-0.1
Cc1ccc(S(=O)(=O)N2C[C@@H]3c4ccccc4N(S(=O)(=O)c4ccc(C)cc4)[C@@H]3[C@@H](C)C2CC(=O)c2ccccc2)cc1 (stereo not given in full)	1.9	1.2	4.5	5.4	-1.2	-1.4	0.7	-0.9	1.5	-0.8	-2.1
COCCCNC(=O)CSc1nc2ccccc2c(=O)n1CCc1ccc(S(N)(=O)=O)cc1	-0.3	-1.3	-0.7	-0.5	-1.0	0.6	0.0	0.4	-2.1	0.9	-0.7

Structural class, the compounds so far with an aryl thioether with sulfur outside any ring.
SMILES	ADAM10 inh	PG9 Ab binder	NPR1 activator	ADAM17 inh	ssDAF-12 act	hcDAF12 agonist	GAA850 FXN act	DAX1 inh-1	DAX1 inh-2	hgDAF12 agonist	SMARCA2 activ
CSc1nnc(C(C)(C)C)c(=O)n1/N=C/c1ccc(Cl)cc1	-8.9	-0.7	-1.3	-1.2	-0.6	0.9	2.5	1.6	-0.2	1.2	0.4
CC(=O)c1sc2nsc(SCCN3CCCC3)c2c1N	-2.8	-3.2	2.6	0.0	-1.1	0.9	2.1	-1.9	-0.2	2.0	3.0
COCCCNC(=O)CSc1nc2ccccc2c(=O)n1CCc1ccc(S(N)(=O)=O)cc1	-0.3	-1.3	-0.7	-0.5	-1.0	0.6	0.0	0.4	-2.1	0.9	-0.7

Continued.
SMILES	ADAM10 inh	PG9 Ab binder	NPR1 activator	ADAM17 inh	ssDAF-12 act	hcDAF12 agonist	GAA850 FXN act	DAX1 inh-1	DAX1 inh-2	hgDAF12 agonist	SMARCA2 activ
O=C(c1ccc2c(c1)CCN2S(=O)(=O)c1ccccc1)N1CCN(c2ccc(F)cc2)CC1	16.3	-1.4	2.2	3.8	-1.3	-0.6	1.6	-0.4	-1.4	-0.6	-1.3
O=C(N/N=C\c1cccnc1)c1cc(-c2ccccc2)nc2c(Cl)cccc12	3.0	1.7	3.9	1.3	-0.9	1.4	-1.4	-0.1	-1.9	-1.2	-1.1
Cc1cc(C)cc(OC(C)CCN2CCC(C(O)(c3ccccc3)c3ccccc3)CC2)c1 (stereo not given)	4.1	.	-9.1	1.5	-1.4	0.8	.	.	-0.1	3.0	-4.5
Cc1nn(-c2nnc(NCc3ccccc3)nn2)c(C)c1Br	3.8	-0.6	0.6	5.5	-0.8	1.3	1.1	0.9	1.8	0.5	4.2
COn1c(-c2ccc(Cl)cc2Cl)nc2ncccc21	-2.0	0.7	-5.2	-6.3	-1.3	-1.6	0.0	.	-1.4	1.1	-0.9
CCOC(=O)OCC(=O)C1(O)CCC2C3CCC4=CC(=O)CCC4(C)C3C(O)CC21C (stereo not given)	-4.8	3.3	-2.7	2.7	-0.7	-0.6	2.5	-0.1	1.1	-5.7	-3.1
O=C(O)c1ccc(NC(=O)c2ccc(COc3ccccc3)o2)cc1	-5.3	0.8	-4.4	-4.0	-1.1	0.3	-0.7	0.3	-0.3	0.5	2.0
O=C(OCc1ccc(O)cc1)c1c(-c2ccsc2)oc2ccc(N3CCOCC3)cc12	-11.6	0.6	4.0	-1.1	-1.0	-1.7	1.7	-0.1	0.6	-0.8	0.2
c1ccc(CC2CCN(Cc3ccccn3)CC2)cc1	-9.1	0.9	-1.0	-0.6	-1.6	1.5	0.7	-0.4	0.4	1.4	-2.5
N=c1c2c3c(sc2nc2n1CCCCC2)CCCCC3	-1.4	1.5	1.1	1.5	-1.3	0.6	1.4	1.9	0.6	2.8	3.4
O=C(NC1CCCC1)c1ccc(Br)o1	5.8	-0.9	1.1	-0.6	-1.5	-2.7	-1.7	0.9	-0.1	0.1	-0.1
Cc1cc(S(=O)(=O)Nc2c(C)nn(C)c2C)c(Cl)cc1Cl	1.1	-1.2	1.5	-2.8	-2.0	-1.2	-1.8	-2.6	-0.6	-2.7	-0.5

Some of the entries so far, as labelled records:
canonical_smiles: COc1ccc(NC(=O)N(C)C[C@H]2OCCCC[C@H](C)Oc3ccc(NS(=O)(=O)c4cn(C)cn4)cc3C(=O)N([C@H](C)CO)C[C@@H]2C)cc1
  ADAM10 inh: -6.0 | PG9 Ab binder: -1.5 | NPR1 activator: 0.8 | ADAM17 inh: -3.3 | ssDAF-12 act: -0.8 | hcDAF12 agonist: -0.5 | GAA850 FXN act: -0.8 | DAX1 inh-1: 1.7 | DAX1 inh-2: -0.3 | hgDAF12 agonist: 1.1 | SMARCA2 activ: -6.0

canonical_smiles: CNC(=O)CCCCCNS(=O)(=O)c1ccc(C)cc1
  ADAM10 inh: -6.7 | PG9 Ab binder: 0.3 | NPR1 activator: -1.2 | ADAM17 inh: 2.2 | ssDAF-12 act: -1.3 | hcDAF12 agonist: -1.2 | GAA850 FXN act: -1.7 | DAX1 inh-1: -0.1 | DAX1 inh-2: 0.6 | hgDAF12 agonist: -1.5 | SMARCA2 activ: 1.5

canonical_smiles: CCc1nc2ccc(C(=O)NCc3ccc(OC)cc3)cn2c1N(CC)CCOC
  ADAM10 inh: -1.2 | PG9 Ab binder: 0.1 | NPR1 activator: 0.5 | ADAM17 inh: -2.5 | ssDAF-12 act: -1.3 | hcDAF12 agonist: -1.8 | GAA850 FXN act: -0.5 | DAX1 inh-1: . | DAX1 inh-2: -1.3 | hgDAF12 agonist: 1.4 | SMARCA2 activ: -2.5

canonical_smiles: COC(=O)c1sccc1NC(=O)c1c(Cl)cnn1C
  ADAM10 inh: -9.8 | PG9 Ab binder: -2.7 | NPR1 activator: 6.0 | ADAM17 inh: -0.7 | ssDAF-12 act: -0.9 | hcDAF12 agonist: 0.9 | GAA850 FXN act: 1.4 | DAX1 inh-1: 0.3 | DAX1 inh-2: -0.6 | hgDAF12 agonist: 0.5 | SMARCA2 activ: -1.0

(list continues)
SMILES	ADAM10 inh	PG9 Ab binder	NPR1 activator	ADAM17 inh	ssDAF-12 act	hcDAF12 agonist	GAA850 FXN act	DAX1 inh-1	DAX1 inh-2	hgDAF12 agonist	SMARCA2 activ
Cc1ccc2nc(N3CCN(c4ccccc4)CC3)c(C=O)c(=O)n2c1	3.9	-1.9	1.3	-2.1	-0.5	0.9	1.6	1.1	0.9	2.2	1.1
CCOC(=O)N1CCN(C(=O)C[C@@H]2C[C@@]3(C(=O)OC)CC(C)(C)CC=C3N(Cc3cccc4ccccc34)C2=O)CC1	13.3	-0.4	-2.4	3.5	-1.8	-1.6	.	.	2.7	2.4	-3.1
COc1cc2c(cc1OC)C(C)N(C(=O)Nc1ccccc1)CC2 (stereo not given)	0.6	0.0	-3.6	-5.3	-1.2	-2.5	-4.0	-3.0	-1.1	-1.0	-1.3
CCOC(=O)c1c(NC(=O)CN2CCCCC2)sc2c1CCCC2O (stereo not given)	-18.7	0.6	15.5	0.7	-1.9	-4.3	-0.1	-1.2	-0.5	-3.9	-5.8

Records above marked active in DAX1 inh-2.
canonical_smiles	ADAM10 inh	PG9 Ab binder	NPR1 activator	ADAM17 inh	ssDAF-12 act	hcDAF12 agonist	DAX1 inh-1	DAX1 inh-2	SMARCA2 activ
O=C(N/N=C/c1sc(=O)[nH]c1-[n+]1ccc2ccccc2c1)c1ccccc1[O-]	-111.0	-12.5	1.0	-30.8	0.6	8.4*	0.6	4.9*	0.0
